From PubChem BioAssay
Ecoli viability: counter-screen for AddAB inhibitors: E. coli growth inhibition. E. coli V3065 growth, OD600 absorbance, 18 h. inhibition, % at 11.9 µM. actives 0.27% (n = 330,000). AID 449728;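 active = inhibition above the campaign's mean inhibition across all tested compounds plus 3 SD, cut at about 9.9% in these data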;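 note: uninfected addAB+ strain grown without phage in ampicillin broth; 0% = DMSO wells and 100% = ciprofloxacin 0.95 µg/ml wells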
HTR5A inv ctr: counter-screen for OPRM1-OPRD1 inverse agonists: human HTR5A inverse agonism; P47898; HTR5A cell line, luminescence; inhibition, % at 9.3 µM; actives 0.083% (n = 340,000); in the data active = inhibition mostly above about 23%, no sharp cut-off; inactive = mostly below about 18%;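 note: 0% = cells with DMSO and 100% = no-cell wells with DMSO; some compounds called inactive have numbers as strong as hits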
Mot1-301 SUMO: inhibitors of SUMOylation pathway: yeast Mot1-301 growth rescue; S. cerevisiae Mot1-301 growth rescue, ATP luminescence, 38.5C; percent above DMSO median, 100 means doubled; growth rescue, % at 18.8 µM; actives 1% (n = 320,000); AID 2716;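 active = every valid replicate shows activation above 250% relative to neutral control wells; inactive = the rest, any valid replicate at or below 250%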;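 note: OY570 slx delta 5 strain wells were the positive control but not used for scaling; some compounds called inactive have numbers as strong as hits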
DSG3 Ab inh: human desmoglein-3 autoantibody binding inhibition | DSG3-coupled beads, scFv-anti-DSG3-GFP binding, flow cytometry; hits give low values | binding (percent of control), % at 10 µM | P32926 | AID 588358 | actives 0.48% (n = 310,000);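 active = binding more than 3 SD below its plate's average and above zero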;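 note: hits lower antibody fragment binding to DSG3; some compounds called inactive have numbers as strong as hits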
MOR-DOR inv ag: mu-delta opioid heterodimer inverse agonism. P35372+P41143. cell-based MOR-DOR heterodimer luminescence. inhibition, % at 9.3 µM. actives 0.21% (n = 340,000). AID 504357; in the data active = inhibition above about 22%, passing the limit was not always enough;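 note: 0% = cells with DMSO and 100% = wells without cells with DMSO; values of inactives mirror those of a sister screen read the other way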
Target sequence (P35372 whole entry, looked up): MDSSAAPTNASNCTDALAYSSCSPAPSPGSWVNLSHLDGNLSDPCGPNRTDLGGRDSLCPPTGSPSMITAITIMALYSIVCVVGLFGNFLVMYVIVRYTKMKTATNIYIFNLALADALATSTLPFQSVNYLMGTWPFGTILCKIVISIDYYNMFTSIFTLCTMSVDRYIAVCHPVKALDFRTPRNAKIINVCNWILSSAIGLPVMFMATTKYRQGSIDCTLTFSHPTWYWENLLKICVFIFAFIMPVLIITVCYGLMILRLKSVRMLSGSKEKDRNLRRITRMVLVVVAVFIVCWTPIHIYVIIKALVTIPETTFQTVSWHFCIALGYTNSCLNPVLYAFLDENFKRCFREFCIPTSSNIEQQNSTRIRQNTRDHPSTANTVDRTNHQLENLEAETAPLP
Target sequence (P41143 whole entry, looked up): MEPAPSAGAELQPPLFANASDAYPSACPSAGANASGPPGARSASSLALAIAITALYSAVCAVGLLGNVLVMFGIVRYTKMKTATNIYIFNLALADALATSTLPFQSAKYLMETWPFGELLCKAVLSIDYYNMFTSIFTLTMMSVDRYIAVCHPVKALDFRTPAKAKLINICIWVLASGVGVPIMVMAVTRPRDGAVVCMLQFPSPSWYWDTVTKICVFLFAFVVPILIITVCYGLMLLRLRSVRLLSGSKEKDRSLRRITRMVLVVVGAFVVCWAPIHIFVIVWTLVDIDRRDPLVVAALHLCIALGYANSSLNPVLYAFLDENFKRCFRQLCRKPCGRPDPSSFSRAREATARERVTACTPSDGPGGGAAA
AddAB inh: less growth of phage-infected E. coli with AddAB; actives 0.29% (n = 330,000); inhibition, % at 11.9 µM; AID 435030; E. coli expressing H. pylori AddAB, absorbance growth; in the data active = inhibition above about 12%;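 note: 0% = vehicle wells of infected cells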
PKA-R1A act: activators of PKA-R1A complex | P00514+P68181 | PKA-R1A dissociation, Cy5-IP20 fluorescence polarization; scaled: DMSO 0%, 113 µM cGMP 100% | activation, % at 11.4 µM | actives 0.083% (n = 340,000);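 active = percent activation above the mean of all tested compounds plus 3 SD, cut at about 19% in these data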;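 note: higher means more PKAc released from R1A so a rise in polarization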
OPRM1-OPRD1 ag: agonists of human mu-delta opioid receptor heterodimerization; P35372+P41143; cells, OPRM1-OPRD1 heterodimerization, luminescence; activation, % at 9.3 µM; actives 0.3% (n = 340,000); AID 504326; in the data active = activation above about 18%;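 note: 0% = vehicle-treated cells and 100% = reference agonist; values of inactives mirror those of a sister screen read the other way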
phage Ecoli inh: E. coli growth loss with phage present; actives 0.26% (n = 360,000); AID 651602; inhibition, % at 11.9 µM; growth absorbance; in the data active = inhibition above about 11%
HTR5A ag ctr: counter-screen for OPRM1-OPRD1 agonists: human HTR5A agonism. activation, % at 9.3 µM. P47898. actives 0.61% (n = 340,000). HTR5A agonist assay, luminescence, cell-based; in the data active = activation mostly above about 9.5%, no sharp cut-off; inactive = mostly below about 7.6%;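 note: 0% = cells with vehicle only and 100% = reference agonist; strong numbers were not always called active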
PfHsp90 yeast 2: inhibits growth of yeast expressing Plasmodium falciparum Hsp90; S. cerevisiae expressing PfHsp90, BacTiter-Glo ATP, 48 h; yeast lacking PDR1 and PDR3 efflux regulators; inhibition, % at 9.4 µM; actives 0.32% (n = 310,000); AID 504621;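 active = every replicate shows inhibition above about 80%, whatever the replicate mean, limit read from the data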;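 note: 0% = DMSO neutral controls and 100% = 20 µM radicicol positive controls; yeast relying on Plasmodium falciparum Hsp90 in place of its own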
* marks the source's active call; other numbers are inactive results; . = no result given.

SMILES	Ecoli viability	HTR5A inv ctr	Mot1-301 SUMO	DSG3 Ab inh	MOR-DOR inv ag	AddAB inh	PKA-R1A act	OPRM1-OPRD1 ag	phage Ecoli inh	HTR5A ag ctr	PfHsp90 yeast 2
CCCCn1c(N)c(N(CC(C)C)C(=O)c2ccc(COc3ccccc3)o2)c(=O)[nH]c1=O	1.0	-20	1	93	7	0.3	-1	-1.4	1.4	6	10
Cc1[nH]c2ccccc2c1C(=O)C(=O)N1CCN(c2ccccc2F)CC1	2.6	-4	-5	99	14	0.4	4	-2.7	0.2	1	7
C/C(=N\OC(=O)c1ccc(Cl)c(Cl)c1)c1sc(C)nc1C	-0.2	-13	-1	.	-8	1.3	-3	1.8	3.1	0	31
CC(Oc1cccc(F)c1)C(=O)/C=C\N(C)C (stereo unspecified)	-0.1	-11	-9	101	19	0.6	4	-3.5	1.4	3	10
CC(=O)N1c2ccccc2[C@H](C)[C@H]1C	-0.1	2	-9	103	3	3.4	-12	-0.6	2.5	2	19
Cc1ccccc1NC(=S)N(CCCN1CCCCC1)Cc1ccco1	1.8	7	-5	116	12	3.7	-7	-2.2	0.4	1	10
C=CCSc1nc(C)c(Cc2cccc3ccccc23)c(=O)[nH]1	1.7	3	184	103	-20	4.4	2	3.5	4.6	-1	-36
COc1cc(/C=N/n2nnnc2N)cc(Cl)c1OC	-0.3	9	1	101	10	0.8	-10	-2.0	1.0	-2	0
N#Cc1cnc(NCc2ccc(Cl)cc2Cl)nc1	2.1	-9	59	99	-8	1.6	-9	1.6	2.9	2	-7
CCOC(=O)c1nn(-c2ccc(OCC)cc2)c2nc(-c3cccc(OC)c3)c(C#N)c(=O)n12	-2.1	-2	-12	117	22	2.1	-2	-4.1	5.3	-1	-12
S=C1c2ccccc2CN1c1ccccc1	0.8	-7	78	103	5	2.6	-9	-1.1	1.2	2	-55
O=C(Nc1ccc([N+](=O)[O-])cc1)c1cccc(S(=O)(=O)Nc2ccccn2)c1	1.1	13	-12	111	-6	2.7	0	1.1	4.7	-5	3
COc1ccc(S(=O)(=O)N2CCCCCC2)cc1NC(=O)CCCOc1ccccc1	-0.5	17	0	99	21	0.6	-4	-4.9	-1.7	-7	17
COc1ccc(CCc2nc(-c3cccs3)no2)cc1	-0.8	8	-2	104	-18	1.8	-2	3.8	1.5	-2	-8
C/C(=N\NC(=O)C1CC1)c1cccnc1	-0.5	11	-6	100	11	0.1	-2	-1.9	2.6	-4	19
COCC(C)N1CCC(n2nccc2NC(=O)CCCc2ccccc2)CC1 (stereo unspecified)	-2.3	-24	215	106	10	1.2	4	-1.9	4.1	6	-14
Cc1noc(C)c1C(=O)Nc1nc(C23CC4CC(CC(C4)C2)C3)cs1	1.2	9	16	.	2	1.3	-1	-0.3	1.3	1	-20
Cn1nnnc1SCC(=O)Nc1ccc(Cl)cn1	1.1	1	6	.	12	0.4	6	-2.2	1.5	2	6
Cc1cc2oc(=O)cc(CN3CCCCC3C)c2cc1C (stereo unspecified)	-1.3	-2	8	105	-3	-0.2	-5	0.6	3.4	1	11
NC(=O)CC(NC(=O)c1cccc(Br)c1)c1ccc(NC2CCC2)c([N+](=O)[O-])c1 (stereo unspecified)	1.4	-6	4	106	-4	0.2	0	0.8	1.0	-6	13
CC[n+]1c(C)sc2c(C)cc(C)cc21	-2.1	7	1	74	10	0.4	-9	-1.9	2.2	-4	29
O=C(CCC1N=C2c3ccccc3N=C(SCC(=O)NCC3CCCO3)N2C1=O)NCc1ccc(F)cc1 (stereo unspecified)	-3.6	3	0	120	5	0.0	-2	-1.0	2.4	-1	6
O=C(NCc1ccncc1)c1ccc(S(=O)(=O)Nc2ccccc2)cc1	-0.2	10	-17	100	1	2.0	-3	-0.1	4.1	-4	.
Cc1c(C)c2c(OCC(=O)N3CCC(C(=O)O)CC3)cc3c(c2oc1=O)CCC(C)(C)O3	1.2	-9	-15	101	6	1.0	8	-1.2	.	10	-2
NS(=O)(=O)c1ccc(CNC(=O)/C=C/c2ccccc2[N+](=O)[O-])cc1	-0.5	-4	-1	98	4	2.9	-14	-0.7	2.4	0	7
More structures.
SMILES	Ecoli viability	HTR5A inv ctr	Mot1-301 SUMO	DSG3 Ab inh	MOR-DOR inv ag	AddAB inh	PKA-R1A act	OPRM1-OPRD1 ag	phage Ecoli inh	HTR5A ag ctr	PfHsp90 yeast 2
Cc1cccc(N2C(=O)CN=C2Nc2nc(C)cc(C)n2)c1	1.7	3	335	100	5	1.0	4	-0.9	2.5	1	-5
COC(=O)C1=C(C)N(Cc2ccccc2)C(=NCCc2c[nH]c3ccccc23)N[C@H]1c1ccccc1	3.6	-7	-17	123	-5	4.6	-5	0.8	.	4	-19
Cc1ccc(NC(=O)c2sc3nc(N)c(C#N)cc3c2N)cc1	-2.1	-7	13	100	-9	-0.9	-17	2.0	1.9	-2	-8
CCOC(=O)c1c(C)n(CCO)c2ccc(O)cc12	-1.4	-8	99	98	-2	-0.4	-10	0.3	0.6	0	.
Cc1ccc2[nH]cc(CCNC(=O)c3cccnc3)c2c1	-0.7	-18	8	99	-10	0.3	-3	1.7	1.4	7	20
CCn1c(SCC(=O)NCC2CCCO2)nc2c(c1=O)SC(C)C2 (stereo unspecified)	-1.3	11	-8	97	15	-1.7	-2	-2.6	2.5	-4	-13
CC1(C(=O)NC2CCCCCC2)CCC(=O)N1Cc1ccc2c(c1)OCO2 (stereo unspecified)	-1.3	10	17	100	9	-0.7	0	-1.9	-0.3	-3	.
CC(=O)Nc1cccc2c1C(=O)N(c1ccccc1C)C2=O	-4.1	-12	518*	101	13	1.1	1	-2.5	6.5	5	-4
Cc1ccc(-n2nnnc2SCC(=O)c2c(N)n(CC(C)C)c(=O)n(C)c2=O)cc1	-1.5	-2	-15	84*	13	-0.4	-8	-2.6	0.6	6	.
CC(C(=O)c1ccc(-c2ccccc2)cc1)[n+]1cccc(Br)c1 (stereo unspecified)	0.5	18	-3	91	10	-1.8	4	-1.7	0.7	-5	-26
C=CCc1ccc(OCCOc2cccc(/C=N/n3cnnc3)c2)c(OC)c1	-0.9	9	-2	115	-6	1.1	-12	1.3	3.6	-4	.
CSc1nc2c(c(=O)[nH]c(=O)n2C)n1Cc1ccccc1	0.4	8	1	114	12	2.0	1	-2.3	0.6	-2	8
O=C(COc1cccc2ccccc12)NNC(=O)c1cnccn1	-10	-12	-14	86	-5	-1.3	-1	1.0	-2.6	4	-8
O=C1C(=O)N(CNc2ccccn2)c2ccccc21	-1.1	17	-19	.	84*	-0.1	-2	-13	1.8	-6	-32
CN1CC(c2ccc(C#N)cc2)C2(COc3ccccc3C2=O)C12C(=O)Nc1ccccc12 (stereo unspecified)	-2.1	9	37	99	-38	-2.2	6	7.5	3.1	-3	2
Cc1ccccc1OCc1n[nH]c(=S)n1Cc1ccccc1	-0.6	23	54	100	-9	0.3	-4	1.4	0.9	3	-41
COc1ccccc1N(C(C)=O)c1nc(C)cc(C)c1C#N	2.1	-10	0	112	15	2.2	-11	-3.5	2.5	2	12
C#CCNc1ccc([N+](=O)[O-])cc1	0.1	-3	-10	104	-6	1.0	-8	0.8	3.2	1	-5
N#Cc1c(/N=C/c2cccs2)sc2c1CCC2	-1.6	-20	11	.	7	-1.2	-4	-1.1	1.4	0	.
Cc1ccc(C(=O)NC(C)c2ccc(S(N)(=O)=O)cc2)s1 (stereo unspecified)	-0.8	-15	13	101	-3	1.0	16	0.4	0.3	1	-22
CCCc1cc(=O)[nH]c(SCC(=O)N2CCN(S(=O)(=O)c3ccc(Cl)cc3)CC2)n1	-0.1	18	-13	.	4	3.5	5	-0.9	2.1	4	-9
Cc1nnsc1Sc1cccc(C(F)(F)F)c1	-1.2	-8	0	100	-13	-0.7	-9	2.5	.	1	32
CCn1c(SCc2ccccc2Cl)nc2ccccc21	-0.6	-4	-22	92	-38	4.0	-5	7.6	3.1	1	11
CSCCC(NC(=O)c1ccccc1)C(=O)N1CCN(C(C)=O)CC1 (stereo unspecified)	-0.7	10	4	105	17	3.2	-10	-4.5	1.7	0	8
C=CCNS(=O)(=O)c1ccc(OCC(=O)OCC)cc1	1.4	15	80	103	-2	2.7	0	0.3	4.2	3	17
(further entries)
SMILES	Ecoli viability	HTR5A inv ctr	Mot1-301 SUMO	DSG3 Ab inh	MOR-DOR inv ag	AddAB inh	PKA-R1A act	OPRM1-OPRD1 ag	phage Ecoli inh	HTR5A ag ctr	PfHsp90 yeast 2
CC(C)Cn1cnc2c(c(-c3ccccc3)c(-c3ccccc3)n2Cc2ccco2)c1=N	-1.7	12	102	118	9	-1.0	-8	-1.6	1.1	2	4
COc1cc2c(cc1OC)/C(=C/C(=O)c1ccc(F)cc1)NCC2	-0.6	-13	1	100	-7	-2.1	-1	1.6	1.4	3	-91
CCC1(c2ccccc2)NC(=O)N(CC(=O)Nc2ccc(S(N)(=O)=O)cc2)C1=O (stereo unspecified)	1.4	3	-25	110	17	3.0	-12	-3.2	2.8	-1	29
CCOC(=O)C1CCN(C(=O)CCNS(=O)(=O)c2cc(Br)cnc2N)CC1	-1.0	-25	101	90	15	-1.8	2	-3.0	0.8	4	3
CC(C)C(=O)Nc1ccc2oc(-c3cc(F)c(F)cc3Cl)nc2c1	-0.5	9	7	100	7	0.2	-8	-1.3	0.9	1	-3
COc1ccc(/C=N/NC(=O)CCn2nc(C)cc2C)cc1O	1.3	0	-18	96	15	0.6	-4	-2.8	0.1	3	1
Cc1nc(SCC(=O)NCC2COc3ccccc3O2)c2c(C)c(C)sc2n1 (stereo unspecified)	.	11	.	107	-14	.	-9	2.1	3.4	2	-12
O=C(O)c1cc(NC(=O)c2ccc([N+](=O)[O-])cc2)cc(NC(=O)c2ccc([N+](=O)[O-])cc2)c1	-0.4	0	422	.	-2	-0.1	1	0.5	0.7	0	-19
COC(=O)CSC1=C(C#N)C(c2ccccc2)CC(=O)N1 (stereo unspecified)	1.2	3	-1	99	4	1.2	12	-0.7	0.6	6	-26
COC(=O)[C@@]1(Cc2ccccc2)[C@H]2C(=O)N(C)C(=O)[C@H]2[C@H]2CN=C(SCc3ccc(C#N)cc3)N21	2.5	6	.	109	16	-0.9	-3	-3.3	3.0	-2	-15
O=C(NCCCNC(=O)c1cnccn1)c1ccc(Cl)c(Cl)c1	-0.6	-15	-6	122	-6	-0.4	3	0.8	0.6	3	16
O=C1NC(c2ccc3c(c2)OCO3)Nc2ccccc21 (stereo unspecified)	2.0	-18	46	110	18	4.6	-6	-4.4	3.2	7	-7
O=C(CN1CCN(c2ncccn2)CC1)N1CCc2ccccc21	-1.0	5	55	102	0	1.9	3	0.0	2.0	-2	20
N#Cc1c(-c2ccc(Cl)cc2)c(-c2ccc(Cl)cc2)nn(CCOC(=O)CCC(=O)O)c1=O	.	0	.	96	11	.	2	-2.1	2.6	0	5
